Rab9 promoter act: qHTS Assay for Rab9 Promoter Activators | Huh7 Rab9 promoter-luciferase reporter, luminescence, 24 h | Potency, µM (titrated, usually from 9.22 µM), inactives show at the top dose activation, negative = inhibition, hits mostly activators | 320,000 tested, 2.8% active; also: potency is read from the fitted curve at half-maximal effect; % of control where 0% means no effect; nearly all actives have a fitted effect of over 60% in size
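Huh7 reporter line, Rab9 promoter upstream of luciferase. Compound exposure 24 h at 37 °C in reduced-serum medium with 10% FBS. Read-out: luminescence.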
FBPA coupling cs: qHTS Assay for Inhibitors of Fructose-1,6-bisphosphate Aldolase from Giardia Lamblia: Coupling assay counterscreen | coupling enzyme system counterscreen, AmpLite Red fluorescence | activity change, negative = inhibition, % at 58.2 µM, hits read low | 290,000 tested, 0.67% active | AID 2472, 2010; in the data active = activity change below about -30%; also: % is scaled to controls: 0 for no effect and ±100 for the full control effect
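Counterscreen of the coupled detection system alone, without aldolase: glyceraldehyde-3-phosphate coupling enzymes plus AmpLite Red readout. Compounds at 57.5 uM final, 10 min RT preincubation, 20 min RT reaction, fluorescence 525/598 nm.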
VP16 counter: VP16 counterscreen qHTS for inhibitors of ROR gamma transcriptional activity. Potency, µM (top dose mostly 53.6 µM), without a hit: top-dose activity, negative = inhibition, actives largely listed as inhibitors. Drosophila S2 Gal4-VP16 UAS-luciferase, luminescence, 20 h. AID 2546, 2010. 310,000 tested, 3.5% active;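 also: Gal4-VP16 expression switched on by copper sulfate through the metallothionein promoter; potency is read from the fitted curve at half-maximal effect; % is scaled to controls: 0 for no effect and ±100 for the full control effect; nearly all actives have a fitted effect of over 50% in size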
ELG1 genotoxic: qHTS screen for small molecules that induce genotoxicity in human embryonic kidney (HEK293T) cells expressing luciferase-tagged ELG1. HEK293T ELG1-luciferase reporter, luminescence, 16 h. Potency, µM (highest dose often 46 µM), without a hit: at the top dose activity change, positive = activation, most hits filed as activators. 330,000 tested, 1.3% active; also: potency is read from the fitted curve at half-maximal effect; % of control where 0% means no effect; nearly all actives have a fitted effect of over 60% in size
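Genotoxic stress is detected as increased luminescence from luciferase-tagged ELG1 in HEK293T cells, measured with ONE-Glo after a 16 hr treatment at 37 °C.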
NPC1 promoter act: qHTS Assay for NPC1 Promoter Activators; Potency, µM (titrated, usually from 9.22 µM), without a hit: at the highest dose activation, most hits filed as activators; 320,000 tested, 2.4% active; Huh7 NPC1 promoter luciferase reporter, 24 h;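 also: potency is read from the fitted curve at half-maximal effect; % of control where 0% means no effect; nearly all actives have a fitted effect of over 60% in size; reporter is driven by a mutant NPC1 promoter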
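Huh7 reporter cells (NPC1 promoter driving luciferase) are dosed with compound for 24 h at 37 °C, 5% CO2; luciferase detection reagent is then added and luminescence measured after 10 min at ambient temperature.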
Tb PFK block: qHTS Assay to Find Inhibitors of T. brucei phosphofructokinase | ATP-dependent 6-phosphofructokinase (Trypanosoma brucei brucei), O15648 | T. brucei PFK, ADP-Glo luminescence | Potency, µM (titrated, usually from 57.5 µM), for inactives: at the top dose activity, negative = inhibition, most hits filed as inhibitors | 330,000 tested, 0.17% active;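 also: potency is read from the fitted curve at half-maximal effect; 0% = uninhibited 1x PFK enzyme wells and -100% = no-enzyme wells; nearly all actives have a fitted effect of over 60% in size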
Target sequence (O15648 whole entry, looked up): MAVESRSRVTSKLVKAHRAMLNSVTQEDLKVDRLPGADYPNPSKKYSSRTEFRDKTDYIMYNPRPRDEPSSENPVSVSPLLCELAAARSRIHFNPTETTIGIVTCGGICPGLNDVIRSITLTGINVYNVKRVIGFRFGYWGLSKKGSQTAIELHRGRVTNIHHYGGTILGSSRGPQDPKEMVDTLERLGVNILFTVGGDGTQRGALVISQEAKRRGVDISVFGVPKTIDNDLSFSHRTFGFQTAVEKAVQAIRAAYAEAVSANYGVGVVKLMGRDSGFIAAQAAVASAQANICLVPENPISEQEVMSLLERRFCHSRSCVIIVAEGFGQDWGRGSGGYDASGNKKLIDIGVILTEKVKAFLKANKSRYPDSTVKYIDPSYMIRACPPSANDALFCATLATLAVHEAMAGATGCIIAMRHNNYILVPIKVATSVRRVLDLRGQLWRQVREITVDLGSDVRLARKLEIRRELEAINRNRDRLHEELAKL
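Luminescent ADP detection (ADP-Glo, two-step: ATP depletion then ADP-to-ATP conversion for luciferase) reported PFK activity after 45 min room-temperature reaction of 1.25 nM enzyme with 0.5 mM F6P and 0.1 mM ATP at pH 8.0.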
Giardia killer: Small Molecules that selectively kill Giardia lamblia: qHTS. AID 540267, 2011. Giardia lamblia trophozoite viability. 340,000 tested, 0.15% active. activity change, % at 7.66 µM, hits read low; in the data active = activity change below about -80%; inconclusive = between about -30% and that limit;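 also: parasites exposed to compound for two days anaerobically before the ATP read; % is scaled to controls: 0 for no effect and ±100 for the full control effect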
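Anaerobic 48 hrs incubation at 37 deg C of 100 trophozoites/well with test compounds; ATPLite 1-Step luminescence, 15-30 min RT, reports cellular ATP as viability.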
KCNH2 3.1 inh: qHTS for Inhibitors of KCHN2 3.1: Mutant qHTS | Potassium voltage-gated channel subfamily H member 2, brain isoform KCNH2 3.1 (human) | U2OS KCNH2 3.1, thallium flux FluxOr; stronger effect = lower value | activity change, % (tested at about 1.8 µM) | 340,000 tested, 0.95% active;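 active = maximum activity change below -70%; inconclusive = maximum activity change from -70% to -50%; inactive = maximum activity change above -50%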;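 also: thallium influx rate constant from kinetic fluorescence after stimulation buffer; % is scaled to controls: 0 for no effect and ±100 for the full control effect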
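FluxOr-based Tl+ influx in U2OS cells transduced with KCNH2 3.1 virus; rate constants normalized to DMSO controls.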
FLuc modulator: qHTS profiling assay for firefly luciferase inhibitor/activator using purifed enzyme and Km concentrations of substrates (counterscreen for miR-21 project); Luciferin 4-monooxygenase (Photinus pyralis), P08659; purified FLuc, Km substrates, luminescence inhibition; Potency, µM (titrated, usually from 57.5 µM), without a hit: at the top dose activity change, negative = inhibition, usual class: inhibitors; 360,000 tested, 6.9% active; AID 588342, 2011;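 also: potency is read from the fitted curve at half-maximal effect; plate controls were vehicle for no effect and reference inhibitor for full effect; nearly all actives have a fitted effect of over 55% in size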
Target sequence (P08659 whole entry, looked up): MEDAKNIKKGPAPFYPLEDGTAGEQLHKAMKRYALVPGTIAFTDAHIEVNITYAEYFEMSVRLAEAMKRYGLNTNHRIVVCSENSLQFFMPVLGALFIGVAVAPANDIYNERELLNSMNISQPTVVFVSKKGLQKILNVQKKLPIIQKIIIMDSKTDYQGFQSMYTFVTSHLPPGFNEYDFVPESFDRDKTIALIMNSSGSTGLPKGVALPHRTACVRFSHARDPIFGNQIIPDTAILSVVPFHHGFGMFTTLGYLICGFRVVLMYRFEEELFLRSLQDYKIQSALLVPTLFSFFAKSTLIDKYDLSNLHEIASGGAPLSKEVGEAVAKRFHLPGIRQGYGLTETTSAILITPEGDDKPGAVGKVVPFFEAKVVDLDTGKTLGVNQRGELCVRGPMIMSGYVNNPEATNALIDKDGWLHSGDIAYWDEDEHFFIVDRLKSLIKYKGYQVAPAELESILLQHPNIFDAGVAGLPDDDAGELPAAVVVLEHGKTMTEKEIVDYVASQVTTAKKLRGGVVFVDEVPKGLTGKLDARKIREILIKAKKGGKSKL
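Biochemical qHTS of compounds, final roughly 60 µM downward over six points, against 10 nM purified firefly luciferase using Km concentrations of substrates (10 uM D-luciferin, 10 uM ATP) in Tris acetate pH 7.5 buffer; luminescence output.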
RORgamma inh: qHTS for inhibitors of ROR gamma transcriptional activity | Nuclear receptor ROR-gamma (Mus musculus), P51450 | Drosophila S2 Gal4-RORgamma UAS-luciferase reporter, 20 h | Potency, µM (highest dose often 53.6 µM), without a hit: top-dose activity change, negative = inhibition, actives largely listed as inhibitors | 310,000 tested, 5.4% active | AID 2551, 2010; also: potency is read from the fitted curve at half-maximal effect; % is scaled to controls: 0 for no effect and ±100 for the full control effect; nearly all actives have a fitted effect of over 60% in size
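Drosophila Schneider cells stably carrying a metallothionein-driven Gal4 DBD–ROR gamma fusion and a UAS-Photinus luciferase reporter were exposed to compound for 1 hr, then induced with copper sulfate (700 uM final) for 20 hr at ambient temperature before luminescence reading.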
uPA generation: qHTS for Inhibitors of Cell Surface uPA Generation. Potency, µM (doses to about 38.3 µM), without a hit: at the highest dose activity change, negative = inhibition, most hits filed as inhibitors. cell surface uPA generation assay, qHTS. 330,000 tested, 0.31% active. AID 540303, 2011; active = well fitted inhibition curve with a large enough effect; inconclusive = small, poorly fitted or top-dose-only effect; inactive = no such curve, though single readings can be large or run the other way; tested in mouse RAW 264.7 cells; also: potency is read from the fitted curve at half-maximal effect; % is scaled to controls: 0 for no effect and ±100 for the full control effect; nearly all actives have a fitted effect of over 55% in size
An asterisk follows results filed as active; ? = inconclusive; . = no result given; [ ] = another dose, or the depositor's remark. Unless noted, calls follow the shape of the dose curve; as a rule, active = well fitted curve in the direction sought with a large enough effect; inconclusive = small, poorly fitted or top-dose-only effect, or another doubt; inactive = no such curve, though single readings can be large; an effect the other way counts as inactive or inconclusive.

SMILES	Rab9 promoter act	FBPA coupling cs	VP16 counter	ELG1 genotoxic	NPC1 promoter act	Tb PFK block	Giardia killer	KCNH2 3.1 inh	FLuc modulator	RORgamma inh	uPA generation
CCOc1ccccc1NC(=O)C(OC(=O)c1ccccc1NS(=O)(=O)c1cccs1)c1ccccc1 (centres undefined)	-1%	-2	-19%	0%	-6%	-3%	20	7	-1%	-6%	3%
COc1ccc(C(=O)Nc2ccc(Cn3ccnc3)cc2)cc1OC	28%	0	-12%	?	?	-1%	-4	9	?	5%	0%
O=C(CCn1nc(-c2ccccc2)c2ccccc2c1=O)N1CCN(c2ccccc2)CC1	-1%	1	0%	-8%	1%	0%	-7	4	1%	0%	-4%
CC(C(=O)NCC1CCCO1)n1cccc1C(=O)c1ccccc1 (centres undefined)	-3%	5	-6%	-2%	-2%	-2%	23	3	?	42%	1%
CN(Cc1ccccc1)c1nc(-c2cccc([N+](=O)[O-])c2)nc2ccccc12	1%	0	4%	0%	2%	9%	5	-1	-1%	10%	-5%
CCOc1cc(/C=C\c2[nH]c(=O)[nH]c(=O)c2[N+](=O)[O-])ccc1OC(C)CC (centres undefined)	-1%	13	-3%	-11%	-12%	0%	-26	0	-14%	?	.
O=c1c2ccccc2cnn1CCOc1cccc(Br)c1	?	0	-5%	?	3.5µM*	3%	-1	1	9.5µM*	10%	.
CN(C(=O)COC(=O)c1cc(S(=O)(=O)N(C)C)ccc1Cl)C1CCS(=O)(=O)C1 (centres undefined)	-4%	.	.	10%	-1%	27%	-9	-8	7%	.	-2%
COc1ccc(CN(CC(O)COc2cccc3[nH]cc(C)c23)C(C)(C)C)cc1 (centres undefined)	-9%	1	1%	-15%	0%	-8%	4	-16	-1%	-12%	9%
COc1ccc(C2CC(c3ccc(OC)c(OC)c3)=NN2S(C)(=O)=O)cc1 (centres undefined)	0.5µM*	2	?	?	1µM*	-5%	24	-9	8.5µM*	?	-2%
CCCN1CCN(CCCNC(=O)C2CCCN(c3nnc(-n4cccc4)s3)C2)CC1 (centres undefined)	-6%	-1	-1%	3%	0%	9%	1	-22	-2%	-15%	5%
Clc1cccc(Cl)c1COc1ccccc1CNn1cnnc1	-4%	-1	8%	-8%	13%	2%	5	-5	-2%	-9%	?
CCOc1ccc(NC(=O)C(C)N2C(=O)c3ccccc3C2=O)cc1 (centres undefined)	6%	1	-3%	0%	-3%	-7%	19	6	-4%	-2%	0%
Cc1cccc(/C=N\NC(=O)c2ccccc2-n2cccc2)c1	-8%	2	-1%	0%	1%	-2%	-6	3	7%	-27%	5%
Cc1cc(C)c2cc(C#N)c(N3CCCC3)nc2c1	9%	1	2%	-5%	0%	1%	-16	-11	-8%	6%	1%
O=C(COC(=O)/C=C/c1ccccc1Cl)NCC1CCCO1 (centres undefined)	.	.	.	1%	.	-1%	-6	-1	.	.	-1%
O=C(CSc1nnc(C2COc3ccccc3O2)o1)N1CCCc2ccccc21 (centres undefined)	-5%	1	19%	-15%	1%	-10%	1	0	1%	-4%	14%
COc1ccc([N+](=O)[O-])cc1NC(=O)C(C)OC(=O)c1cccnc1 (centres undefined)	-1%	0	-6%	0%	-2%	0%	4	-5	0%	?	20%
Cc1csc(C(C)NC(=O)c2ccc(OC3CCN(CCc4ccccc4)CC3)cc2)n1 (centres undefined)	-7%	.	-4%	0%	4%	-5%	17	3	-1%	-15%	-14%
CCOC(=O)C1CCN(C(=O)CC(C)c2ccccc2)CC1 (centres undefined)	.	7	12%	.	.	.	-2	-1	7%	-8%	-1%
COc1cccc(C(C#N)N2N=C(C)CC2(C)C)c1O (centres undefined)	0%	-2	-1%	1%	-1%	-7%	8	7	-6%	-28%	1%
CCn1ncc(-c2cc(C(=O)O)no2)c1C	1%	11	-1%	-2%	-7%	3%	16	25	-1%	1%	0%
Cc1cccc(C)c1NC(=O)NC1CCc2ccccc21 (centres undefined)	-1%	0	-3%	-4%	2%	0%	-3	10	4%	-1%	8%
COc1ccc(-c2nnc(Nc3ccc(OC)c(C(=O)N4CCCCC4)c3)c3ccccc23)cc1	-4%	0	?	-10%	-1%	-9%	13	14	-1%	?	-5%
Cc1ccc2c(CN3CC(C)CC(C)C3)cc(=O)oc2c1 (centres undefined)	4%	0	6%	2%	1%	3%	16	7	1%	9%	6%
CCOC(=O)C1(CC)NC(c2cccc(F)c2)C2C(=O)N(CC)C(=O)C21 (centres undefined)	-2%	-1	-3%	5%	-2%	2%	1	-2	3%	-4%	11%
COc1cc(-c2[nH]ncc2CN2CCN(c3cccc(C)n3)CC2)cc(OC)c1OC	-12%	-6	?	10%	-4%	0%	32[activator]	-15	6%	18%	-12%
COc1ccccc1NC(=O)c1ccc(NS(=O)(=O)c2cccc3cccnc23)cc1	-7%	6	-10%	-1%	-2%	4%	-5	2	0%	15%	-3%
Cn1cc(CN2CCc3ccccc3C2)c2ccccc21	-1%	-17	0%	2%	8%	17%	14	-7	-3%	19%	.
CCOc1ccc(NC(=O)COC(=O)CSCC(=O)Nc2ccc(C)cc2C)cc1	-4%	.	.	-1%	-1%	-3%	10	-12	-12%	.	1%
COc1ccccc1C(CC(=O)Nc1ccc(C)c(C)c1)c1ccc(OC(C)C)cc1 (centres undefined)	-3%	1	1%	-5%	-2%	4%	0	-8	0%	?	-1%
Nn1c(SCC(=O)Nc2ccc3c(c2)OCO3)nncc1=O	-8%	-1	10%	-1%	2%	-13%	7	-8	?	-34%	-2%
Cc1cc(NC(=O)CN2C(=O)C3CC=CCC3C2=O)no1 (centres undefined)	-3%	-2	5%	1%	-5%	1%	3	-3	-2%[2.3 µM]	-11%	5%
CN1CCN(CC(O)COc2ccc(C(=O)O)cc2)CC1 (centres undefined)	2%	2	4%	2%	-4%	-1%	6	11	0%	4%	-2%
COc1ccc(OC)c(C2C3=C(CCCC3=O)Nc3nnnn32)c1 (centres undefined)	0%	3	1%	0%	-1%	9%	13	-14	-1%	-15%	-2%
Cc1cc(C(=O)OCC(=O)Nc2ccc(F)cc2[N+](=O)[O-])c2ccccc2n1	0%	4	-4%	9%	-6%	2%	-4	9	-4%	4%	0%
CS(=O)(=O)N1CCC(Oc2ccccc2C(=O)NC2CCOC2)CC1 (centres undefined)	-1%	1	3%	2%	-6%	-4%	7	1	2%	24%	0%
O=C(/C=C/c1ccccc1)NC(=S)NNC(=O)c1ccco1	3%	2	-2%	3%	-2%	0%	16	10	?	4%	-2%
Cc1ccc(-c2nc(CN(CC3CCC3)CC3CCCO3)c(C)o2)s1 (centres undefined)	3%	0	17%	-4%	1%	1%	-24	5	4%	11µM*	-2%
Cc1c2c(n3c(nc4ccccc43)c1C#N)N(CCN(C)C)CC2	-3%	2	0%	-1%	-1%	-7%	-3	-4	1%	-1%	4%
CCNc1nc(NCC)n2c(SCc3ccc(F)cc3)nnc2n1	7%	2	0%	4%	-1%	9%	18	-14	1%	-24%	-6%
Cc1cc(OC(C)C(=O)NCCN2CCOCC2)c2c(C)cc(=O)oc2c1 (centres undefined)	2%	1	-8%	-2%	0%	-1%	4	-1	3%	0%	0%
COCCN1C(=O)c2ccc(C(=O)NCc3cccnc3)cc2C1=O	-4%	1	-5%	8%	1%	7%	3	-1	-1%	10%	10%
NNC(=O)c1oc2ccccc2c1-n1cccc1	-5%	0	-6%	1%	-4%	3%	-1	3	-5%	-39%	-8%

Of the compounds above, three have an aryl thioether with sulfur outside any ring:
SMILES	Rab9 promoter act	FBPA coupling cs	VP16 counter	ELG1 genotoxic	NPC1 promoter act	Tb PFK block	Giardia killer	KCNH2 3.1 inh	FLuc modulator	RORgamma inh	uPA generation
O=C(CSc1nnc(C2COc3ccccc3O2)o1)N1CCCc2ccccc21 (centres undefined)	-5%	1	19%	-15%	1%	-10%	1	0	1%	-4%	14%
Nn1c(SCC(=O)Nc2ccc3c(c2)OCO3)nncc1=O	-8%	-1	10%	-1%	2%	-13%	7	-8	?	-34%	-2%
CCNc1nc(NCC)n2c(SCc3ccc(F)cc3)nnc2n1	7%	2	0%	4%	-1%	9%	18	-14	1%	-24%	-6%

Compound activity as filed in PubChem.
